ERK EGF block: inhibitors of EGF-stimulated ERK signaling pathway. HEK293-V1b, EGF-stimulated phospho-ERK AlphaScreen. Potency, µM (highest dose often 11.5 µM), for inactives: at the top dose activity change, negative = inhibition, actives largely listed as inhibitors. actives 0.41% (n = 130,000); active = well fitted inhibition curve with a large enough effect; inconclusive = small, poorly fitted or top-dose-only effect, or effect the other way;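 note: plate controls were stimulated vehicle wells for no effect and unstimulated vehicle basal for full effect; nearly all actives have a fitted effect of over 55% in size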
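Readout: AlphaScreen signal for phosphorylated ERK in lysed HEK293 cells stably expressing V1b. Stimulus 25 nM EGF, 5 min, following 30 min compound exposure. Data scaled to DMSO basal and full EGF activation.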
Numbers without * were called inactive; ? = inconclusive; & = joins results of further samples; [ ] = another dose, or the depositor's remark. Potency is the fitted concentration of half-maximal effect.

| Compound | ERK EGF block |
| --- | --- |
| Cc1cc(CNC(=O)CC2C(=O)NCCN2Cc2ccc(-c3ccccc3)cc2)nn1C (configuration not stated) | 22.5% |
| O=C(c1ccc(CSc2ccc(Cl)cc2)cc1)N1CCOCC1 | -5.0% |
| Cc1ccc(NC(=O)CSc2nc3[nH]ncc3c(=O)[nH]2)c(C)c1 | 1.1% |
| CCCCOC(=O)c1ccccc1N1C(=O)C2C3CCC(C3)C2C1=O (configuration not stated) | 6.6% |
| CC1CCCCN1C(=O)CCc1nnc(Cc2c[nH]c3ccccc23)o1 (configuration not stated) | -2.6% |
| O=C(CC(c1cccs1)S(=O)(=O)c1ccccc1)c1ccc(F)cc1 (configuration not stated) | 6.1% |
| Cn1c(NC(=O)c2ccc(S(=O)(=O)N3CCCCC3)cc2)cc(=O)n(C)c1=O | 12.4% |
| CC(Nc1cccc(F)c1)C(=O)Nc1ccc(S(N)(=O)=O)cc1 (configuration not stated) | 1.6% |
| Cc1ccsc1/C=C1/SC(N2CCOCC2)=NC1=O | 1.6% |
| CCC(C(=O)Nc1ccncc1)c1ccccc1 (configuration not stated) | 1.5% |
| COc1ccc(Nc2nc(C(=O)NCc3ccco3)cs2)cc1 | 4.7%[57.5 µM] |
| Cc1cc(C)n2c(-c3ccccc3Cl)nnc2n1 | 7.5% |
| O=C(CC1SCCNC1=O)Nc1cccc([N+](=O)[O-])c1 (configuration not stated) | -1.2%[57.5 µM] |
| O=C1CSC(c2ccccc2Br)N1c1ccc(Cl)cn1 (configuration not stated) | -24.4% |
| CC(=O)NC(Cc1c[nH]c2ccccc12)C(=O)O (configuration not stated) | -5.3%[57.5 µM] |
| CCOc1cc(C2C(C(=O)OC(C)C)=C(C)NC3=C2C(=O)CCC3)cc([N+](=O)[O-])c1O (configuration not stated) | 2.8% |
| O=C(Oc1cccc2cccnc12)c1cccc(-n2cnnn2)c1 | -5.6% |
| CC(=O)N1N=C(c2ccc(Br)cc2)OC12CCCC2 | -5.5%[57.5 µM] |
| O=C(C1=C(O)C(=O)N(Cc2ccco2)C1c1cccs1)c1cccs1 (configuration not stated) | 3.3% |
| CCOc1cccc2sc(=NC(=O)c3ccco3)n(CC(=O)OC)c12 | 2.3%[57.5 µM] |
| O=C(O)C1=CCNCC1 | -1.5%&14.0%&-8.7% |
| O=C(O)c1ccn(COc2ccc(Br)cc2)n1 | -10.0% |
| Cc1ccc(CNC(=O)C(=O)NCC2OCCN2S(=O)(=O)c2cccs2)cc1 (configuration not stated) | -1.4% |
| CCNC(=S)N/N=C/c1ccc(OCc2ccc(C(=O)OC)cc2)cc1 | 0.2% |
| Fc1ccccc1CSc1nnc(-c2cnccn2)n1Cc1ccco1 | 9.0% |
| CCC(C)[C@H](NC(=O)N1CCC(C)CC1)C(=O)OC (some centres not stated) | -3.9%[57.5 µM] |
| c1cc2c(cc1C1=NNC(=NC3CC3)SC1)OCCO2 | 2.4% |
| CC(CCc1ccccc1)NC(=O)CSc1cccc[n+]1[O-] (configuration not stated) | -1.3% |
| CC(C)c1ccc(Nc2c([N+](=O)[O-])c(=O)n(C)c3ccccc23)cc1 | ? |
| O=C(NCc1ccco1)c1ccc(Cl)s1 | -4.5% |
| CN(c1ccccc1)S(=O)(=O)c1ccc(Cl)c(C(=O)OCC(=O)NC2CCS(=O)(=O)C2)c1 (configuration not stated) | -8.3% |
| Nn1c(SCc2ccccc2F)nnc1-c1ccccn1 | -1.7%[57.5 µM] |
| O=C(NC(=O)c1ccccc1F)Nc1nc(-c2cccs2)cc(C(F)(F)F)n1 | -0.3% |
| OC1(C#CCCN2CCCCC2)c2ccccc2-c2ccccc21 | -0.1%[57.5 µM] |
| O=C(NCc1ccc2c(c1)OCO2)c1sccc1Br | 5.7%[57.5 µM] |
| COC(=O)CSc1nccc(C)n1 | -1.8% |
| O=C(Cn1cnc2scc(-c3ccc(Br)cc3)c2c1=O)N1CCOCC1 | -30.7% |
| Cn1cc(CN2CCCCC2CO)c(-c2ccc(Oc3ccccc3)cc2)n1 (configuration not stated) | 9.6% |
| NC(=O)C1CCN(c2ccc(S(=O)(=O)N3CCC(Cc4ccccc4)CC3)cn2)CC1 | -3.7% |
| C=CCn1c(SCc2ccc(F)cc2)nnc1-c1sc2nc(C)cc(C)c2c1N | -21.6%[57.5 µM] |
| CCOC(=O)C1CCCN(C(=O)c2ccc3c(=O)n(CCOC)c(=S)[nH]c3c2)C1 (configuration not stated) | 4.0% |
| O=S(=O)(c1ccccc1)c1ncc(C(F)(F)F)cc1Cl | -1.5% |
| C=CCNC(=O)/C(=C\C=C\c1ccccc1)NC(=O)c1ccccc1Cl | 8.2% |
| Cc1ccsc1C(=O)NNC(=O)C1C2C=CC(C2)C1C(=O)O (configuration not stated) | 6.9% |
| CCOC(=O)c1c(NC(=O)C2CC2)sc2c1CC(C)(C)OC2 | 9.2%[57.5 µM] |
| CC(=O)c1cccc(NC(=O)c2ccc(-c3ccccc3[N+](=O)[O-])o2)c1 | ? |
| O=C1OC(/C=C/c2ccccc2)=NC/1=C/C=C/c1ccccc1 | 7.9% |
| O=C(c1ccccc1)C(Sc1ncn[nH]1)c1ccccc1 (configuration not stated) | 1.8% |
| CCOc1ccc(-c2nc(S(=O)(=O)c3ccccc3)c(N3CCOCC3)o2)cc1 | -2.4% |
| CCOCCCn1c(SCC(=O)/C(C#N)=C(\C)N)nc2ccccc2c1=O | 1.6% |

In the list so far, these have a Cl atom:
| Compound | ERK EGF block |
| --- | --- |
| O=C(c1ccc(CSc2ccc(Cl)cc2)cc1)N1CCOCC1 | -5.0% |
| Cc1cc(C)n2c(-c3ccccc3Cl)nnc2n1 | 7.5% |
| O=C1CSC(c2ccccc2Br)N1c1ccc(Cl)cn1 (configuration not stated) | -24.4% |
| O=C(NCc1ccco1)c1ccc(Cl)s1 | -4.5% |
| CN(c1ccccc1)S(=O)(=O)c1ccc(Cl)c(C(=O)OCC(=O)NC2CCS(=O)(=O)C2)c1 (configuration not stated) | -8.3% |
| O=S(=O)(c1ccccc1)c1ncc(C(F)(F)F)cc1Cl | -1.5% |
| C=CCNC(=O)/C(=C\C=C\c1ccccc1)NC(=O)c1ccccc1Cl | 8.2% |

Next records.
| Compound | ERK EGF block |
| --- | --- |
| C=CCN1C(=O)/C(=C/C(=O)OC)S/C1=N\NC(=O)c1ccccc1 | 0.9%[57.5 µM] |
| CCOc1ccc(NC(=S)NC(=O)c2c(Br)cnn2C)c([N+](=O)[O-])c1 | -6.0% |
| Cc1ccc(S(=O)(=O)N2CCN(C(=O)COC(=O)c3c(C)noc3C)CC2)c(C)c1 | -0.5%[57.5 µM] |
| CSc1nc(N2CCN(c3ccccc3)CC2)cc(N2CCN(c3ccccc3)CC2)n1 | -11.5% |
| Cc1cccc(N=C2NC(=O)/C(=C/c3cn(C)c4ccccc34)S2)c1 | -1.6% |
| COc1ccc(-n2c(=O)c(-c3cccs3)nc3cnc(N4CCNCC4)nc32)cc1 | ? |
| O=C(CC1S/C(=N/N=C/c2c[nH]c3ccccc23)NC1=O)Nc1ccccc1 (configuration not stated) | 1.2% |
| CC(=O)O[C@]1(C(C)=O)CC[C@@H]2[C@@H]3C=C(C)C4=CC(=O)CC[C@@]4(C)[C@H]3CC[C@]21C | 3.9%[25.7 µM] |
| CN(C)/N=C/c1ccc([N+](=O)[O-])cc1[N+](=O)[O-] | ? |
| CC1(C)OC(=O)C(=Cc2ccc(-c3ccc(S(N)(=O)=O)cc3)o2)C(=O)O1 | 2.8% |
| COCCNC(=O)/C(C#N)=C\c1ccc(CNC(=O)C(=O)Nc2ccc(C)c(C)c2)o1 | 0.4% |
| CN(c1ccccc1C(=O)Nc1ccc(S(=O)(=O)N2CCOCC2)cc1)S(C)(=O)=O | -6.7% |
| Cc1ccc(S(=O)(=O)N(C)C)cc1NC(=O)[C@H](Cc1ccccc1)N1C(=O)c2ccccc2C1=O | 5.6% |
| CN(c1ccccn1)c1ncnc2[nH]ncc12 | -5.9%[57.5 µM] |
| O=C1C=CC(=O)N1c1ccc(I)cc1Cl | 1.8%[57.5 µM] |
| Fc1ccc(OCc2nc(-c3cccs3)no2)cc1 | 12.6% |
| O=C(Nc1cc(S(=O)(=O)Nc2ccc(Cl)cc2)ccc1N1CCCCC1)c1ccc(F)cc1Cl | 2.4% |
| NNC(=O)CCN1CCCCC1 | 2.2% |
| COc1ccccc1CNC(=O)Cc1ccc(C)cc1 | -20.3% |
| Cc1cc(NC(=O)CSc2nc(-c3ccccc3Cl)nc3c2c(=O)n(C)c(=O)n3C)no1 | -2.2% |
| Cc1ccc(N=Nc2c(N)[nH]n3c(=O)cc(C)nc23)cc1 | 3.8% |
| CCN(CC)c1ccc(NC(=S)Nc2ccc(F)cc2)cc1 | ? |
| COc1cc(C(CC(=O)N2CCCC2)c2c(OC)cc(OC)c3c(-c4ccccc4)cc(=O)oc23)cc(OC)c1OC (configuration not stated) | -2.6%[57.5 µM] |
| CN(C(=O)CSc1nnc(-c2cccs2)o1)C1CCS(=O)(=O)C1 (configuration not stated) | 1.6% |
| CCOC(=O)C1C(c2cccc([N+](=O)[O-])c2)C2C(=O)NN=C2CC1(C)O (configuration not stated) | -6.1% |

The list continues.
mol | ERK EGF block
O=C(COc1ccccc1)NNC(=O)c1cccs1 | 11.4%
COc1cc(CCC(C)=O)ccc1OC(=O)c1c(F)cccc1Cl | -1.4%[57.5 µM]
O=C(Nc1ccccc1N1CCN(c2ccccc2)CC1)C12CC3CC(CC(C3)C1)C2 | -2.7%
O=C(Cn1cccc1C(=O)c1ccccc1)NCCCN1CCc2ccccc2C1 | -1.7%[57.5 µM]
C=C1C([C@@]2(C)C(OC(C)=O)CC(=O)O[C@@](C)(COC(C)=O)C2CC(=O)OC)C(OC=O)C(OC(=O)C(O)C(C)CC)[C@]2(C)C(c3ccoc3)CC(=O)C12O (some centres not stated) | 7.4%
CCOC(=O)c1cn[nH]c1NC(=S)Nc1ccc(Cl)cc1 | 12.3%[57.5 µM]
Nc1nnc(SCC(=O)NC2CCCc3ccccc32)s1 (configuration not stated) | 2.8%[57.5 µM]
Clc1nc2ccccc2cc1/C=N/Nc1nc2ccccc2[nH]1 | -3.2%
Cc1cccc2cc(C#N)c(SCC(=O)Nc3ccccc3N3CCOCC3)nc12 | 8.7%
O=C(Nc1cccc2c1C(=O)NC2=O)c1cccc(N2C(=O)CCC2=O)c1 | -2.9%
Cc1ccc(NC(=O)CSCC#N)cc1Cl | 11.6%
COc1cccc(NC(=O)c2sc(NC(=O)c3ccncc3)nc2C)c1 | -5.0%[57.5 µM]
COc1cc(NC(=S)N2CCN(C/C=C/c3ccccc3)CC2)cc(OC)c1 | 2.7%
O=c1cc(-c2cccc(O)c2)oc2c(O)c(O)ccc12 | 25.9%
CC(CCOC1=NS(=O)(=O)c2ccccc21)NC(=O)C(=O)Nc1ccccc1 (configuration not stated) | -3.2%[57.5 µM]
COc1ccc(-n2c3c(c(=O)[nH]c2=O)C(NC(=O)c2ccncc2)(C(F)(F)F)C(=O)N3)cc1 (configuration not stated) | -1.2%
O=S(=O)(c1ccccc1)N1CCC2(CC1)CN(c1ccccn1)C2 | -3.8%
CCC(=O)NC(=S)Nc1ccc(NC(=O)COc2ccccc2)cc1 | 6.2%
CC(=O)/C(C=Nc1noc(C)c1Br)=C(\C)O | -1.1%[57.5 µM]
CCOCCCNC(=S)N1CCCC(c2nc3ccc(C)cc3[nH]2)C1 (configuration not stated) | -3.3%
COc1ccc(Nc2nc(N)c([N+](=O)[O-])c(NCc3ccccc3)n2)cc1 | -10.5%[57.5 µM]
Cc1ccc(Nc2nc(-c3ccncc3)cs2)cc1 | 4.7%
Cc1cc(C2(c3ccc(O)c(C)c3)OC(=O)c3ccccc32)ccc1O | -3.4%
CCCN1C(=O)/C(=c2\sc3nc(=O)c(Cc4ccc(C)cc4)nn3c2=O)c2ccccc21 | -19.9%
CCCn1c(NC(=O)c2ccccc2Br)nc2ccccc21 | 4.1%
CC(C)c1ccc2c(c1)CCC1C(C)(CN)CCCC21C (configuration not stated) | ?
Cc1cc(N2CCOCC2)nc2ccc(NC(=S)N3CCCCC3C)cc12 (configuration not stated) | 2.3%
Cc1ccc(NC(=O)COC(=O)CCc2nc3ccccc3n2-c2ccccc2)c(C)c1 | 6.7%
CCOc1ccc(N(CC(=O)Nc2ccccc2C(=O)N2CCOCC2)S(=O)(=O)c2ccc(F)cc2)cc1 | 5.0%
Cn1cccc1/C=N/NC(=O)CSc1nc2ccccc2[nH]1 | -3.3%[57.5 µM]
CN(Cc1ccccc1)c1nc2c(c(=O)[nH]c(=O)n2C)n1C | -3.1%
COc1cccc(OCc2ccc(Cl)cc2)c1C#N | -6.9%[57.5 µM]
OCCN1CCN(c2cc(C(F)(F)F)nc3ccccc23)CC1 | ?
CCN(CC)C(=O)c1sc(NC(=O)c2cccnc2)c(C(=O)OC)c1C | 5.3%
Cc1ccc(NC(=S)NNC(=S)Nc2ccc(C)cc2C)cc1 | -13.4%
O=C(/C=C/c1ccccc1)C1=C(O)C(=O)N(CCO)C1c1ccc2c(c1)OCO2 (configuration not stated) | 3.7%
N/C(=N\OC(=O)C1CCCCC1)c1ccncc1 | -0.7%
Cc1ccc(C(OCC(O)CN2CCCCC2CO)c2ccccc2)cc1 (configuration not stated) | 1.0%
c1ccc(CCc2nc3ccccc3[nH]2)cc1 | -11.7%
CC(NCc1ccc(S(N)(=O)=O)cc1)C(=O)Nc1cc([N+](=O)[O-])ccc1Cl (configuration not stated) | 11.2%
CCOC(=O)N/N=C/C=C/c1ccccc1 | -0.4%
CCN(C(=O)COc1cccnc1[N+](=O)[O-])C1CCS(=O)(=O)C1 (configuration not stated) | 2.5%
Cc1ccc(O)c(C(=O)c2cnc3c(c2)c(-c2ccc(F)cc2)c(C#N)c(=O)n3C)c1 | -4.4%
Cc1cccc(C(=O)O/N=C(\c2ccccc2)c2cccnc2)c1 | -7.0%
O=C1c2ccccc2C(Nc2ccc3c(c2)OCO3)N1Cc1ccco1 (configuration not stated) | 4.6%
Cc1ccc(SCCC(=O)Nc2ccccc2C(=O)NC2CCCCC2)cc1 | -1.9%

Compound activity (PubChem)

This is a subset, so the mix of outcomes need not match the whole.
